# High-throughput results (PubChem BioAssay)
# D1 antagonist: blocks dopamine activation of the human D1 receptor. AID 504652. HEK293 TREx D1 cells, calcium flux, dopamine EC80; hits give low values. activity change, negative = inhibition, % at 10 µM. 3.2% of 360,000 active; in the data active = activity change below about -30%; note: % is set by controls: 0 for no effect and ±100 for the full control effect
#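 Compound effects on dopamine-evoked calcium signalling were measured in tetracycline-induced HEK293 Trex D1 cells. Dopamine at EC80 followed a 180 s compound pre-read, and fluorescence was tracked kinetically for 180 s more.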
# D1 PAM: potentiators of human D1 dopamine receptor; 0.036% of 360,000 active; AID 504651; HEK293 TREx D1 cells, calcium flux, dopamine EC20 potentiation; potentiation, % at 10 µM; P21728; in the data active = potentiation above about 30%; note: 0% is about no effect
# D2 potentiator: positive allosteric modulators of human D2 dopamine receptor; 0.34% of 340,000 active; AID 485347; potentiation, % at 10 µM; HEK293 T-REx D2, calcium flux, EC20 dopamine potentiation;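 active = potentiation over 3 SD above the plate norm, cut at about 30% in these data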; note: 0% is about no effect
# Target sequence (P14416 whole entry, looked up): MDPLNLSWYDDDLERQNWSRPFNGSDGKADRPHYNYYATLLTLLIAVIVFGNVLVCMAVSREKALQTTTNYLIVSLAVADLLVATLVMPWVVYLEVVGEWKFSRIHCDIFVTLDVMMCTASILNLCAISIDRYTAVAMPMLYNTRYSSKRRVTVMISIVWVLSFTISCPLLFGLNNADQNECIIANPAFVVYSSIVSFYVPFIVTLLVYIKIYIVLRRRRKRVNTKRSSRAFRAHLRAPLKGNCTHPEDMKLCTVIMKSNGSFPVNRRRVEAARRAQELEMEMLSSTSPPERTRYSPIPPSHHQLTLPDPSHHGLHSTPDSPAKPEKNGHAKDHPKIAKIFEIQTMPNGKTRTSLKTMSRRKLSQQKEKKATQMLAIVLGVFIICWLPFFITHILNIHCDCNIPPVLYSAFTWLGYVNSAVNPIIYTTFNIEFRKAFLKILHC
#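 Tetracycline-induced Hek293 Trex D2 cells, force-coupled to calcium, loaded with no-wash calcium dye. Compound added with 180 s kinetic read for agonism, then EC20 dopamine and a further 180 s read for potentiation.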
# RXFP1 ag: agonists of human relaxin receptor RXFP1. HEK293T-RXFP1 cAMP TR-FRET, 30 min; response scale: percent of porcine relaxin response, buffer zero. 0.3% of 370,000 active. Potency, µM (top dose mostly 57.5 µM), for the others: at the highest dose activation, actives largely listed as activators. AID 2676. Q9HBX9; note: potency is the fitted concentration of half-maximal effect; % is set by controls: 0 for no effect and ±100 for the full control effect; nearly all actives have a fitted effect of over 60% in size; many of its hits are not listed in these tables
#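 HEK293T cells stably expressing RXFP1 were pretreated with the PDE4 inhibitor Ro 20174, exposed to compounds for 30 min at 37C, lysed, and cAMP was read by TR-FRET. Data normalized to buffer (basal) and 29 nM porcine relaxin (100%).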
# GRP78 ERSR act: inducers of ER stress response in human glioma cells; U87-MG GRP78 promoter luciferase reporter, 16 h; Potency, µM, without a hit: top-dose activation, most hits filed as activators; 0.02% of 420,000 active; note: potency is the fitted concentration of half-maximal effect; series mostly up to about 76 µM; % of control where 0% means no effect; nearly all actives have a fitted effect of over 35% in size
#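 Stably transfected U87-MG glioma cells carrying a GRP78-based luciferase sensor; 16 h compound incubation. Luminescence end-point read 10 min after Bright-Glo addition at room temperature.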
# RXFP1 antag: antagonists of human relaxin receptor RXFP1 | Q9HBX9 | HEK293-RXFP1, relaxin-stimulated cAMP HTRF, 30 min; hits give low values | activity change, negative = inhibition, % at 57.5 µM | 0.59% of 350,000 active | AID 1259400;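 active = activity change of -60% or lower, but not beyond a set lower limit; inconclusive = change between -60% and -40%, or beyond the set limit; inactive = change above -40%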; note: % is set by controls: 0 for no effect and ±100 for the full control effect
# Vif-APOBEC3G blk: Vif-A3G binding inhibition; Q9HC16; HeLa A3G-eYFP + Vif (tagged APOBEC3G with the HIV-1 protein that degrades it), YFP fluorescence, overnight; Potency, µM (titrated, usually from 46.1 µM), without a hit: at the top dose activity, negative = active, usual class: inhibitors; 0.076% of 410,000 active; AID 602310;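 note: potency is the fitted concentration of half-maximal effect; % is set by controls: 0 for no effect and ±100 for the full control effect; nearly all actives have a fitted effect of over 60% in size; hits raise eYFP signal because A3G escapes Vif-driven loss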
# Target sequence (Q9HC16 whole entry, looked up): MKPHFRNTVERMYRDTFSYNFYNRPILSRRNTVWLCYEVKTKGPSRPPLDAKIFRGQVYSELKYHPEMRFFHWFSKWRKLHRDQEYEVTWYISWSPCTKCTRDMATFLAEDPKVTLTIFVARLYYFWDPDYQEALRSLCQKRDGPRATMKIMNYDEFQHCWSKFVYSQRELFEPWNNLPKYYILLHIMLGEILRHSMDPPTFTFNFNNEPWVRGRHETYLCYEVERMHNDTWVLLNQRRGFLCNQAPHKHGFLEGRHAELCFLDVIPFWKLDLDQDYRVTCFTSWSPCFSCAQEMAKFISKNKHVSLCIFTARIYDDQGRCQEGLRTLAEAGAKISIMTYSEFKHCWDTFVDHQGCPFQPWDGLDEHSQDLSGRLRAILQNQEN
#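 Read-out is eYFP fluorescence (Ex 488/Em 500-530) from Vif-expressing HeLa A3G-eYFP cells; more signal means A3G escaped Vif-mediated degradation. Cells plated overnight, compound pinned in, incubated overnight at 37 deg C.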
# D1 agonist: agonists of human D1 dopamine receptor; HEK293 T-REx D1 cells, calcium flux, agonist mode; 1% of 360,000 active; AID 504660; activation, % at 2 µM; P21728; in the data active = activation above about 30%; note: 0% is about no effect
#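 Agonism was scored from calcium flux recorded over 180 s (1 read/s) after pintool compound addition, following a 10-cycle baseline. Cells were inducible force-coupled HEK293 TREx D1, plated overnight at 30 C and loaded with no-wash calcium dye.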
# Vif-APOBEC3F blk: blocks the Vif interaction with APOBEC3F; AID 602313; HeLa A3F-eYFP + Vif (tagged APOBEC3F with the HIV-1 protein that degrades it), YFP fluorescence increase; Potency, µM (doses to about 46.1 µM), without a hit: at the top dose activity, negative = active; 0.2% of 390,000 active; note: potency is the fitted concentration of half-maximal effect; % of control where 0% means no effect; nearly all actives have a fitted effect of over 65% in size
#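 Fluorescence increase (Ex 488/Em 500-530) after overnight compound treatment at 37 deg C flags inhibition of Vif-driven A3F-eYFP loss in stable HeLa A3F-eYFP/Vif cells seeded overnight beforehand.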
# Active calls of the source: *; u = inconclusive; x = not tested or not shown. Unless noted, calls come from the whole dose curve; as a rule, active = well fitted curve in the direction sought with a large enough effect; inconclusive = small, poorly fitted or top-dose-only effect, or another doubt; inactive = no such curve, though single readings can be large; an effect the other way counts as inactive or inconclusive. Not all compounds are listed, so the mix of outcomes need not match the whole.
SMILES,D1 antagonist,D1 PAM,D2 potentiator,RXFP1 ag,GRP78 ERSR act,RXFP1 antag,Vif-APOBEC3G blk,D1 agonist,Vif-APOBEC3F blk
COCCNc1ccc([N+](=O)[O-])cc1C(=O)Nc1cccc(C)n1,11,-1,5,-1.9%,10%,-15,4%,0,0%
COc1ccc(C(=O)O)cc1Nc1cc(C)nc2ncnn12,-11,x,-6,0.7%,-3%,x,3%,2,-7%
Cc1cc(NC(=O)C2CC(c3ccc(F)cc3)=NO2)no1 (centres undefined),-20,x,-8,0.5%,-3%,x,0%,2,0%
O=C(CC(C(=O)O)N1CCOCC1)Nc1ccc(Cl)cc1 (centres undefined),2,-1,2,-0.4%,-3%,-5,3%,5,-7%
CCN(C(=O)CSc1nc(-c2ccccc2)no1)c1ccccc1,-4,-3,-5,-2.2%,-4%,-25,1%,14,-3%
CCCCN(C(=O)c1ccc(C)o1)c1c(N)n(CC(C)C)c(=O)[nH]c1=O,-11,-5,-10,0.3%,-4%,1,-1%,2,0%
Cc1ccc(-n2c(C)cc(C)c(C#N)c2=O)cc1,-10,-6,-7,3.6%,-4%,-1,-2%,3,-8%
O=C(CCCSc1nc2ccccc2[nH]1)NCc1ccccc1Cl,-4,-4,-8,-1.7%,0%,11,0%,0,-16%
N#Cc1cncc(-c2ccc3c(c2)OCCOCCOCCOCCOCCO3)n1,8,1,4,1.1%,-5%,-1,0%,0,20%
CS(=O)(=O)c1ccc(C(=O)OCC(=O)NC(=O)C2CCCCC2)cc1[N+](=O)[O-],-33*,-4,-6,5.0%,-14%,-7,u,7,0%

# 4 compounds picked at random from the list so far:
SMILES,D1 antagonist,D1 PAM,D2 potentiator,RXFP1 ag,GRP78 ERSR act,RXFP1 antag,Vif-APOBEC3G blk,D1 agonist,Vif-APOBEC3F blk
Cc1cc(NC(=O)C2CC(c3ccc(F)cc3)=NO2)no1 (centres undefined),-20,x,-8,0.5%,-3%,x,0%,2,0%
O=C(CC(C(=O)O)N1CCOCC1)Nc1ccc(Cl)cc1 (centres undefined),2,-1,2,-0.4%,-3%,-5,3%,5,-7%
COCCNc1ccc([N+](=O)[O-])cc1C(=O)Nc1cccc(C)n1,11,-1,5,-1.9%,10%,-15,4%,0,0%
CS(=O)(=O)c1ccc(C(=O)OCC(=O)NC(=O)C2CCCCC2)cc1[N+](=O)[O-],-33*,-4,-6,5.0%,-14%,-7,u,7,0%

# The list continues:
SMILES,D1 antagonist,D1 PAM,D2 potentiator,RXFP1 ag,GRP78 ERSR act,RXFP1 antag,Vif-APOBEC3G blk,D1 agonist,Vif-APOBEC3F blk
O=C(Cc1ccccc1Cl)c1ccccc1,x,x,x,x,-1%,-16,0%,x,2%
CC1CCC/C(=C\Nc2ccc(C(=O)O)cc2)C1=O (centres undefined),1,1,20,0.4%,-8%,15,14%,3,u
C[C@@H]1O[C@@H](O[C@H]2[C@H](O)[C@@H](O)[C@H](Oc3c(-c4ccc(O)c(O)c4)oc4cc(O)cc(O)c4c3=O)O[C@@H]2CO)[C@H](O)[C@H](O)[C@H]1O,-21,5,10,-0.3%,-2%,x,3%,2,-5%
CCOC(=O)c1c(S(=O)(=O)N2CCC(C(=O)Nc3ncccc3C)CC2)c(C)n(C)c1C,-3,-2,11,3.4%,-3%,-8,-4%,2,5%
O=C(Nc1ccccc1C(=O)Nc1ccc(Br)cn1)c1cccc([N+](=O)[O-])c1,3,-2,-7,-0.5%,-1%,-3,1%,1,15%
Cc1c(C(=O)Nc2ccccc2C(=O)N2CCOCC2)cccc1[N+](=O)[O-],3,1,-3,0.7%,-4%,x,0%,0,7%
Cc1cc(C)c(C(=O)c2ccc(C(=O)N(C(C)C)C(C)C)cc2)c(C)c1,-17,-3,-20,2.3%,-2%,-2,2%,3,-15%
CCc1ccc(-c2cn3c(n2)sc2cc(C(=O)NCC(C)c4ccccc4)ccc23)cc1 (centres undefined),2,-2,10,9.4%,1%,-1,-7%,-1,-2%
COC(=O)c1ccc2c(c1)N(Cc1cc(C)ccc1C)C(=O)c1ccccc1S2=O (centres undefined),2,-2,-2,0.1%,x,x,x,-1,x
Cc1ccc(C(=O)Oc2cc(-c3ccc4c(c3)OCO4)cc(=O)c3c(C)oc(C)c23)cc1,1,-2,7,1.1%,-4%,u,3%,-1,-9%
CC(C)(C)c1ccc(/C=C/C(=O)c2ccc(NC3=NCCCS3)cc2)cc1,3,1,14,0.1%,-5%,-8,-13%,13,-10%
COc1cccc(N2C(=O)N(Cc3ccc(C#N)cc3)c3ccccc3S2(=O)=O)c1,-27,2,3,-2.0%,-2%,x,3%,7,-3%
CCOC(=O)c1ccc(COC(=O)c2cc(=O)[nH]c3ccccc23)o1,-2,5,x,-1.1%,-2%,-5,0%,6,0%
Fc1ccccc1N1CCN(CC2CC3C=CC2C3)CC1 (centres undefined),-21,-25,-15,-0.3%,-1%,8,0%,2,-1%
O=C(c1cc2cc(Cl)ccc2oc1=O)N1CCCC1,3,-3,-1,1.3%,-5%,-4,3%,0,-8%
O=C1C=C(NCc2ccccc2)c2ccccc2C1=O,10,-2,7,-4.0%,-14%,-23,u,2,1%
Cc1c(O[C@@H]2O[C@H](CO)[C@@H](O)[C@H](O)[C@H]2O)ccc2c1oc(=O)c1ccccc12,6,2,3,8.6%,1%,11,0%,4,0%
Cc1cccc(NC(=O)C2CCN(S(=O)(=O)c3cccc4cccnc34)CC2)c1,-4,1,-8,-1.6%,-2%,x,0%,-1,1%
Cc1ccc(NC(=O)COC(=O)c2ccnn2C)cc1,-10,-3,0,-0.8%,6%,-7,1%,2,-8%
Cn1nnnc1NCc1ccccc1F,1,-1,9,0.2%,-2%,3,1%,0,3%
Cc1cccc(NC(=O)c2c(C)oc3ncn(CC(C)C)c(=O)c23)n1,0,5,-3,-2.6%,-1%,x,-7%,-1,-6%
O=C(NCCOCCn1c(=O)oc2ccccc21)Nc1ccc(Cl)cc1,7,0,x,-1.3%,-4%,x,4%,0,5%
CCOc1ccc(S(=O)(=O)N2CCC(C(=O)NCC3CCCO3)CC2)cc1C (centres undefined),0,-1,11,-0.5%,0%,-8,7%,2,15%
O=C(CSc1nnc(-c2ccccc2F)n1C1CC1)NCc1ccco1,-1,2,-7,1.0%,-6%,5,-10%,3,-4%
C=CCN=Cc1sc2ccc(OCC)cc2c1O,15,4,0,0.1%,x,x,x,3,x
c1ccc2nc(N3CCCC3)c(N3CCCC3)nc2c1,-7,-7,x,0.5%,-5%,u,-2%,-1,x
Cc1cc(C)cc(C(=O)NC(=S)Nc2cccnc2)c1,-1,1,8,-0.6%,-5%,-16,-12%,6,u
Cc1cccc(-c2csc(N)c2C(=O)OC(C)C)c1,4,3,-7,1.0%,-2%,-13,-5%,0,-14%
O=C(CN1C(=O)c2ccccc2C1=O)N1CCN(C2c3ccccc3-c3ccccc32)CC1,-1,1,-4,2.8%,-4%,-4,1%,6,-18%
COC(=O)Cn1c(-c2ccc(OC)cc2)c(-c2ccc(OC)cc2)nnc1=O,-3,-1,14,-3.6%,-1%,2,-5%,0,12%
COc1cc(NC(=S)N2CCN(S(=O)(=O)c3ccccc3)CC2)cc(OC)c1,5,-2,x,0.9%,-3%,-3,1%,2,0%
Cc1ccccc1OCC(O)Cn1c(NCc2ccccc2)nc2c1c(=O)[nH]c(=O)n2C (centres undefined),-15,-8,-4,0.5%,-5%,-5,-1%,0,1%
CC1(C)CC2CC(C)(CN2c2ncnc3ccccc23)C1 (centres undefined),3,-2,3,-0.1%,-3%,-25,2%,4,3%
COc1ccc(Oc2c(O)c3ccccc3n(C)c2=O)cc1,-45*,-2,6,3.4%,-4%,-11,1%,2,-1%
CC(C)(C)c1cc(C(=O)NNc2cccc(Cl)c2)n(Cc2ccccc2)n1,3,1,-4,-0.9%,0%,-37,-6%,4,1%
CN(CCc1ccccn1)C(=O)CCc1nnc(CCCc2ccccc2)o1,4,-3,10,0.7%,0%,8,2%,-1,16%
Cc1ccccc1NC(=O)c1ccc(NC(=O)C2CC(=O)OC23CCCCC3)cc1 (centres undefined),-11,0,-5,-3.2%,-6%,-6,-5%,2,3%
COc1ccc([N+](=O)[O-])cc1NC(=O)Cc1noc2ccc(C)cc12,-5,-4,-6,5.6%,-1%,-14,-3%,4,-11%
C/C(=C\C(=O)c1ncc(C(F)(F)F)cc1Cl)N(C)C,4,11,-3,0.0%,-4%,14,0%,0,-9%
COc1ccc(CNC(=O)c2cccc(C)c2[N+](=O)[O-])cc1,-23,-3,0,0.3%,-2%,3,0%,1,-9%
CCOc1ccc(NC(=O)CN(C)C(=O)c2cc([N+](=O)[O-])ccc2N2CCCCC2)cc1OCC,10,1,x,-1.2%,-3%,-19,1%,2,-9%
CCN1CCCc2cc(CN(CCN3CCOCC3)C(=S)Nc3ccc(OC)c(Cl)c3)ccc21,-1,-5,0,13%,-1%,-9,-2%,0,3%
CCOC(=O)c1cnc2c(C)cccc2c1Nc1ccc(OC(C)C)cc1,8,-1,5,4.0%,-4%,x,4%,-1,-2%
Brc1ccc(N=C/C=C/C=C/Nc2ccc(Br)cc2)cc1,5,-5,1,0.0%,-1%,-5,1%,0,-14%
Cc1cc(C(c2cc(C)c(N)c(C)c2)c2ccco2)cc(C)c1N,x,x,x,x,4%,0,-3%,x,-7%
O=C(Nc1ccc(Br)cc1Cl)c1ccc2c(=O)n3c(nc2c1)CCC3,-4,0,-6,-0.8%,1%,-4,-12%,8,8%
O=C(CCOc1ccccc1)Nc1cccc([N+](=O)[O-])c1,-26,0,-6,4.6%,1%,-1,-7%,10,-3%
CSCCC(NC(=O)c1ccco1)C(=O)NCC(c1ccco1)N1CCCCC1 (centres undefined),16,x,4,1.3%,-5%,4,-11%,7,-3%
COc1ccccc1CNC(=O)COc1ccccc1C(=O)c1cnn(-c2ccccc2)c1,-1,x,2,2.1%,5%,-1,-9%,28,-2%
CCOC(=O)c1ccc(NC(=O)NCc2ccc(OC)cc2)cc1,-6,3,x,-2.2%,-2%,-7,2%,14,1%
CCC(C)N(C(=O)COC(=O)c1cn(CC)c2nc(C)ccc2c1=O)C1CCS(=O)(=O)C1 (centres undefined),3,3,7,0.4%,-6%,-2,1%,0,3%
